NTR1 ag: NTR1-driven beta-arrestin-GFP spot formation – imaging, U2OS cells, high content, primary screen (AID 493036); agonist mode; 330,000 compounds, 0.17% hits; activation, % at 20 µM;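 active means activation at or above 40% of the spot to cytoplasm intensity ratio, with at least 20 cells analyzed; inconclusive means wells under 20 cells, flagged as cytotoxic or low count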;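 further: 0% = DMSO without peptide and 100% = 100 nM NTR1 peptide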
Target sequence (P30989 whole entry, looked up): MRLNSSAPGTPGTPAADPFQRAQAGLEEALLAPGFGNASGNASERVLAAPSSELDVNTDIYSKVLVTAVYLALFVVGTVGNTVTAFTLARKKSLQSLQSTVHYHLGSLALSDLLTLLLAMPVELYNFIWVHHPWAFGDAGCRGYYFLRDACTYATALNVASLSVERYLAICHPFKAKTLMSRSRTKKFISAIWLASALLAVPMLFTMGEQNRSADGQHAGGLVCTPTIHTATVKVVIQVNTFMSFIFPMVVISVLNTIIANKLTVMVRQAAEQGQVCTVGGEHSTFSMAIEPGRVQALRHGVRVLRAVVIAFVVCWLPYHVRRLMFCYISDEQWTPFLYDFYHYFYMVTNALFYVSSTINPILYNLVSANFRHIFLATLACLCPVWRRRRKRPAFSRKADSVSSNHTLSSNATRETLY
West Nile virus CPE: inhibition of WNV-induced cytopathic effect – cell-based, CPE readout (AID 1621). CPE inhibition, % at 10 µM, or IC50 in µM where a hit was titrated. West Nile virus-infected cells, CPE inhibition; higher % means a stronger effect. 290,000 compounds, 0.02% hits; in the data active means a potency from the dose series; inconclusive means CPE inhibition mostly from about 3.7% at the one dose, without a potency; inactive means the rest, 99 in 100 with CPE inhibition below about 2.2%; further: strong numbers were not always called active
Large T inhibition: TAg ATPase/helicase activity blockers – biochemical (AID 1903); SV40 large T antigen ATPase/helicase inhibition assay; higher % means a stronger effect; one-dose inhibition, % at 20 µM; IC50 in µM for titrated hits; 310,000 compounds, 0.39% hits; in the data active means a potency from the dose series; inconclusive means inhibition mostly from about 32% at the one dose, without a potency; inactive means the rest, 99 in 100 with inhibition below about 32%; further: strong numbers were not always called active
Siah-1 displacement: Siah-1 peptide-binding antagonists, primary screen, biochemical, fluorescence polarization, rhodamine-plectin, uHTS (AID 1817); Siah-1 / rhodamine-plectin peptide fluorescence polarization; higher % means a stronger effect; displacement, % at 20 µM; hits with a dose series show IC50 in µM; 290,000 compounds, 0.02% hits;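 active means displacement of at least 50% at 20 µM, with a fluorescence ratio check between 0.3 and a set limit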;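 further: plate controls were Siah plus tracer with DMSO for no effect and tracer alone without Siah for full effect; strong numbers were not always called active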
NS5 inhibitors: flavivirus cap methylation enzyme inhibition – biochemical, confirmation dose response, primary screen (AID 588689) | 340,000 compounds, 0.3% hits | inhibition, % at 25 µM, or IC50 in µM where a hit was titrated | Dengue-2 NS5 methyltransferase capping enzyme assay, biochemical; higher % means a stronger effect; in the data active means a potency from the dose series; inconclusive means inhibition above about 29% without an active follow-up result
RSV CPE inhibition: inhibition of RSV-induced cytopathic effect – HEp-2 cells, primary 10 µM value included (AID 2391) | CPE inhibition, % at 10 µM; hits with a dose series show IC50 in µM | 310,000 compounds, 0.13% hits | HEp-2 cells, RSV-induced CPE inhibition; higher % means a stronger effect; in the data active means a potency from the dose series; inconclusive means CPE inhibition mostly from about 23% at the one dose, without a potency; inactive means the rest, 99 in 100 with CPE inhibition below about 21%; further: strong numbers were not always called active
AID2073: disruptors of CaV2.2 binding to Mint1 – biochemical, HTRF (AID 2073); HTRF protein-protein interaction, Mint1-CaV2.2; higher % means a stronger effect; inhibition, % at 20 µM; hits with a dose series show IC50 in µM; 290,000 compounds, 0.19% hits; in the data active means inhibition mostly above about 51%, no sharp cut-off; inconclusive means no clear call, values can overlap the other calls; inactive means mostly below about 53%; further: some results filed as inactive read as strong as hits
UTI89 phage lysis: inhibition of K1F phage lysis, E. coli UTI89, bacterial capsule biogenesis inhibitors, alamar blue (AID 488966); E. coli UTI89 K1F phage lysis, alamar blue, 2 h; higher % means a stronger effect; inhibition, % at 100 µM; hits with a dose series show IC50 in µM; 340,000 compounds, 0.02% hits;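 active means phage lysis inhibition, versus mean bacterial control, above a set limit; inconclusive means no clear call, values can overlap the other calls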;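 further: capsule biogenesis inhibitors block K1F phage lysis so surviving cells raise fluorescence; higher fluorescence means more inhibition of phage lysis; actives were called in the ten point dose series up to 300 µM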
MgcRacGAP inhibition: MgcRacGAP GTPase-activating activity inhibitors, confirmation, biochemical, ADP Hunter fluorescence | 340,000 compounds, 0.6% hits | inhibition, % at 30 µM, or IC50 in µM where a hit was titrated | AID 624330 | MgcRacGAP-stimulated Rac1 GTP hydrolysis, ADP Hunter fluorescence; higher % means a stronger effect; GST-tagged Rac1 F28L mutant substrate;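 active means first-screen hits whose inhibition reached a set limit at any dose in the follow-up dose series; inconclusive means inhibition above the set first-screen limit but never retested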;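 further: fluorescence reports GDP produced by GAP-driven GTP hydrolysis; strong numbers were not always called active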
NTR1 ag cell count 20 µM: further read-out of NTR1 ag, marked with its call; cell count; measured here: cell count, cytotoxicity flag
NS5 inhibitors pilot replicate: also measured in NS5 inhibitors; calls as there; inhibition, %; measured here: pilot screen replicate inhibition
* hit, by the source's call; ? = inconclusive; · = no result given; [ ] = dose if it differs, or a comment.

SMILES | NTR1 ag | NTR1 ag cell count 20 µM | West Nile virus CPE | Large T inhibition | Siah-1 displacement | NS5 inhibitors | RSV CPE inhibition | AID2073 | UTI89 phage lysis | MgcRacGAP inhibition | others
CC(OC(=O)/C=C/c1cccs1)C(=O)Nc1ccc(S(N)(=O)=O)cc1 (stereo unspecified) | 1.5 | 61 | 0.0% | 7.5% | 2.9% | -3.5% | 1.4% | -7.0% | -2.1%[50 µM] | 3.9%
COc1ccc(Cc2nc3ccc(C(=O)NC(C)c4cnn(C)c4)cc3o2)cc1 (stereo unspecified) | -0.7 | 53 | -0.9% | 2.4% | 1.2% | -1.9% | 1.0% | 3.3% | 0.1% | 5.0%
Cc1cccc(-n2ncc3c(NCc4cccnc4)ncnc32)c1 | -0.4 | 49 | 0.1% | · | 4.0% | 4.2% | 1.6% | 19.4% | -0.5% | 17.3%
CCc1nnc(NC(=O)CN2C(=O)c3ccccc3S2(=O)=O)s1 | 1.6 | 43 | 0.5% | 2.2% | 0.9% | -0.7% | -0.1% | 3.5% | 0.2% | 1.7%
O=C1CC(Sc2nnc(-c3ccccc3)o2)C(=O)N1c1ccccc1 (stereo unspecified) | 1.4 | 73 | -0.4% | 14.5% | -6.5% | -19.6% | 48.4% | 18.5% | 0.0% | 6.9%
CC1CCCN(CC(=O)Nc2cccc([N+](=O)[O-])c2)C1 (stereo unspecified) | 1.2 | 60 | 0.1% | 15.2% | 1.1% | 0.0% | 0.9% | 14.3% | 1.3%[50 µM] | 5.3%
Cc1nn(C)c(C(=O)N/N=C/c2cccc3ccccc23)c1Cl | 2.6 | 38 | -0.9% | 10.3% | 10.3% | -7.0% | 11.0% | -1.3% | 2.0%[50 µM] | 8.8%
O=C(c1ccc(S(=O)(=O)Nc2ccccc2F)cc1)N1CCN(c2ccccn2)CC1 | 2.3 | 57 | · | · | · | -7.9% | · | · | 1.1% | -2.4%
CCc1ccc(N2CCN(CCNC(=O)Nc3ccc(OC)cc3)CC2)cc1 | -0.3 | 49 | -0.1% | 10.7% | 1.4% | -15.8% | -0.4% | 2.7% | 0.0% | 8.4% | NS5 inhibitors pilot replicate=-15.8
O=C(COc1ccccc1[N+](=O)[O-])Nc1cccc(S(=O)(=O)N2CCCC2)c1 | 5.0 | 53 | · | · | · | -1.9% | · | · | 0.4% | 0.7%
Cn1nccc1C(=O)c1ccc(Cl)cc1 | 1.8 | 47 | 0.4% | 10.3% | -10.5% | -6.1% | 2.8% | 0.1% | 0.4% | 10.3%
COCCCNC(=O)CN1C(=O)c2cccc3cccc1c23 | 0.4 | 70 | -0.4% | 11.4% | 5.8% | -3.4% | 1.7% | 20.2% | 0.3% | 3.0%
O=C(Cc1ccccc1)NN1C(=O)C2C3C=CC(C3)[C@@H]2C1=O (stereo partly specified) | -1.1 | 53 | 0.3% | 8.0% | 0.9% | -8.7% | 1.8% | -2.4% | 5.0% | 7.1%
COc1ccc(-c2cc(C)no2)cc1S(=O)(=O)N1CCN(c2ccccc2F)CC1 | 0.7 | 58 | 0.1% | 7.5% | -3.5% | -13.8% | 3.2% | 10.5% | 0.5% | 5.5%
CCOc1ccc(NC(=O)CN2CCN(CC(=O)Nc3cccc(F)c3)CC2)cc1 | 1.0 | 54 | -0.4% | -0.1% | -1.3% | -12.3% | 1.5% | -0.9% | 0.1% | 3.7%
NC(=O)c1cc2n(n1)C(C(F)(F)F)CC(c1ccco1)N2 (stereo unspecified) | 0.9 | 63 | 0.3% | 15.2% | -2.0% | 0.0% | 28.8% | -7.0% | 1.2% | -0.4%
Cc1cccc(S(=O)(=O)N2CCC(CO)(Cc3ccccc3)CC2)c1 | 2.8 | 45 | -1.8% | -1.2% | 1.9% | -3.2% | 4.9% | -4.1% | 0.1% | 2.7%
Cn1c(=O)n(CCc2ccccc2)c(=O)c2c1ncn2Cc1ccccc1 | 0.9 | 50 | -0.6% | 4.1% | 4.5% | -4.1% | 4.6% | -7.2% | 1.0% | 3.4%
Cc1cc(C)n(-c2nnc(C)n2N)n1 | 0.3 | 78 | -0.1% | -1.1% | 1.1% | -1.4% | 0.9% | 26.0% | 9.1% | 7.3%
CCN(CC(=O)NCc1cccs1)C(=O)c1ccc(NS(=O)(=O)c2ccc(C(C)=O)cc2)cc1 | 0.0 | 56 | · | 3.0% | · | 0.0% | 0.8% | · | 1.7%[50 µM] | 3.3%
CCCCc1ccc(NC(=S)Nc2ccc(Cl)c(S(=O)(=O)N(C)C)c2)cc1 | · | · | -1.4% | 7.9% | 1.3% | 0.0% | 6.5% | -17.2% | 0.7% | 14.0%
C=CCNC(=O)c1ccccc1NC(=O)c1cccc2ccccc12 | 0.2 | 38 | 0.0% | -0.7% | 0.1% | -5.7% | 2.5% | 0.0% | 1.9% | 3.2%
Cc1nc(=S)n(-c2ccccc2)[nH]1 | -1.0 | 72 | 1.2% | 16.6% | -1.1% | -16.2% | 0.7% | -20.4% | 0.6%[50 µM] | 7.8%
CCCCCCCNC(=O)C1(CC2CC(c3ccc(Cl)cc3)=NO2)CCN(C(=O)c2cc(OCC)c(OCC)c(OCC)c2)CC1 (stereo unspecified) | 0.4 | 60 | -1.5% | 18.0% | -1.4% | -7.1% | 6.7% | 2.6% | 0.1% | 3.4%
O=C(C[C@@H]1C/C=C/CC[C@@H](Cc2ccc(F)cc2)C(=O)O[C@H](c2ccccc2)CNC1=O)NCCO | -1.2 | 64 | · | · | · | 3.8% | · | · | 5.2% | 9.5%
CCC1(C)CC(c2nc(-c3ccc(OC)cc3)cs2)CCS1 (stereo unspecified) | 2.4 | 32 | -1.2% | 19.0% | 5.1% | -2.2% | 7.2% | -1.1% | 4.9% | 7.8%
COc1ccc(CCN2CC(C(=O)NCCc3cnn(C)c3)CCC2=O)cc1 (stereo unspecified) | -1.7 | 60 | -0.4% | 3.2% | 0.0% | -1.8% | 2.0% | 2.3% | 0.3% | 1.5%
CC(C)(C)C1CCC(OC(=O)CCC(=O)Nc2ccccc2)CC1 (stereo unspecified) | 3.9 | 61 | -0.5% | 3.3% | -7.1% | -7.1% | 13.1% | 2.7% | 1.6%[50 µM] | 7.1%
CCC(C)[C@H](NC(=O)NC1CC1)C(=O)O (stereo partly specified) | 2.1 | 60 | 0.6% | -1.2% | -0.4% | -0.7% | -0.2% | -4.1% | -0.1% | 19.5%
Cc1cccc(-c2nnc(SCC3CNC(=O)O3)n2-c2ccc(Cl)cc2)c1 (stereo unspecified) | 1.6 | 99 | -0.6% | 2.2% | 6.7% | -12.5% | 4.7% | 8.0% | -0.2% | 4.4%
COc1ccc(C(C(C(=O)c2ccco2)N2CCOCC2)N2CCOCC2)cc1 (stereo unspecified) | 1.5 | 36 | 0.1% | 2.6% | 1.4% | -5.6% | -0.1% | -1.3% | 0.6% | 9.6%
COC(=O)c1sc(N)c(C(=O)OC)c1COC(=O)C1CC(=O)N(Cc2ccco2)C1 (stereo unspecified) | -0.3 | 74 | 0.6% | 0.6% | -3.5% | -2.0% | 3.1% | 39.3% | -1.6% | 11.0%
CC(C)CCN(C(=O)Cc1ccccc1F)c1c(N)n(Cc2ccccc2)c(=O)[nH]c1=O | -0.4 | 42 | -0.2% | -9.4% | 2.8% | -8.0% | -1.9% | 14.1% | -0.1% | 5.8%
Cn1c(=O)cc(OCC(=O)NCCC2=CCCCC2)c2ccccc21 | 3.2 | 66 | 0.2% | 25.1% | 17.2% | -10.1% | 1.6% | -12.6% | 0.0% | 5.8%
COc1ccc(OCc2nnc3n2N=C(c2ccc(C)cc2)CS3)cc1 | 3.6 | 54 | -0.2% | 4.4% | -0.4% | -1.4% | -1.3% | 7.1% | 5.9% | 1.9%
CCOC(=O)c1cc2occc2n1Cc1ccc(F)cc1 | -3.0 | 82 | 0.0% | 16.0% | 1.0% | -1.5% | 1.6% | 38.0% | 0.3% | 4.0%
O=[N+]([O-])c1ccccc1/C=C/C=N/n1c(-c2ccc(Cl)cc2)n[nH]c1=S | 1.8 | 53 | -0.5% | 11.7% | -0.6% | -1.6% | 9.0% | 38.4% | 2.2% | 8.2%
COc1ccc2nc(NC(=O)c3ccccc3[N+](=O)[O-])sc2c1 | -0.5 | 63 | -0.6% | -1.2% | -1.9% | -4.0% | 9.33µM* | 5.7% | -0.1% | 9.1% | NS5 inhibitors pilot replicate=-4.9
CCCSC1=N/C(=C\c2ccc3c(c2)OCO3)C(=O)S1 | 1.5 | 80 | 0.4% | 2.5% | 3.5% | -3.3% | 0.7% | 1.3% | 0.2% | 5.8%
O=C(OCN1C(=O)c2ccccc2C1=O)c1cccc(OC(F)F)c1 | 0.9 | 45 | -0.4% | 4.8% | 11.9% | -3.6% | 1.4% | 15.7% | 0.5% | 1.6%
Cc1ccc(-n2nc(C)c3c(C)c(CCC(=O)Nc4ccc(CN5CCCC5)cc4)c(C)nc32)cc1 | 6.1 | 45 | -0.9% | 1.4% | 2.0% | -7.0% | -3.0% | 26.8% | -0.2% | 4.8%
COc1cc(C2NC(C(=O)O)Cc3c2[nH]c2ccccc32)cc(OC)c1OC (stereo unspecified) | 5.0 | 44 | -0.7% | 7.1% | -3.4% | -2.1% | 6.0% | -2.1% | -0.6% | 0.7%
COc1ccc(NC(=O)CN(C2CCCCC2)S(C)(=O)=O)cc1Cl | -0.7 | 82 | -0.7% | 2.4% | 3.0% | -6.9% | 1.2% | -6.2% | 0.2% | 3.7% | NS5 inhibitors pilot replicate=-4.5
Cc1cc(=O)[nH]c(SCC(=O)Nc2nnc(SCc3ccccc3)s2)n1 | 1.1 | 70 | 0.5% | 6.1% | -3.5% | -1.5% | 2.2% | -21.9% | -3.2% | 5.6%
Cc1nn(-c2ccccc2)c(C)c1C(=O)OC(C)C(=O)NC1CCCCC1C (stereo unspecified) | -1.9 | 60 | · | · | · | 1.6% | 1.1% | · | 0.5%[50 µM] | 2.7%
CCCNC(=O)C1CCC(CNS(=O)(=O)c2cccc3nsnc23)CC1 (stereo unspecified) | 0.2 | 68 | -0.5% | 5.0% | 11.0% | -3.5% | 2.1% | ? | 0.5% | 5.1%
COc1ccc([C@@H]2[C@@H]3C(=O)N(C(C)(C)C)C(=O)[C@@H]3[C@]3(Cc4ccc(Cl)cc4)C(=O)N(c4cccc(C)c4)C(=O)N23)cc1 | 2.3 | 45 | -1.2% | 4.8% | -3.7% | -1.6% | 1.4% | 9.2% | 1.0% | 3.7%
COc1ccc(/C=C/c2cc(C(=O)O)c3ccccc3n2)cc1 | 0.3 | 54 | -0.4% | · | 9.8% | -8.0% | 2.4% | 45.9% | 0.0% | 13.7%
COc1ccc(C(CNC(=O)c2ccc(S(=O)(=O)Nc3ccccc3C)cc2)N2CCOCC2)cc1 (stereo unspecified) | -0.1 | 65 | · | 15.6% | · | 5.1% | -0.2% | · | 0.5%[50 µM] | -7.0%

The order is random; overall some 1.6% were active at least once.
